# Compound activity as filed in PubChem.
# HT1080-NT tox – kills 2HG-producing HT-1080-NT fibrosarcoma cells | HT-1080-NT fibrosarcoma viability, CellTiter-Glo ATP luminescence, 48 h | Potency, µM (highest dose often 46.1 µM), without a hit: at the top dose activity, negative = less viability, usual class: cytotoxic | hit rate 1.6% among 360,000 | AID 686970;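 further: NT is the 2HG producing partner of a matched IDH1 knockdown line; potency means the concentration at half of the fitted maximal effect; 0% = DMSO-treated cells and -100% = media-only wells without cells; nearly all actives have a fitted effect of over 55% in size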
#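 Read-out is CellTiter-Glo luminescence after 10 minutes at room temperature, following 48 hours' compound treatment of HT-1080-NT cells (750 cells/well, RPMI, 5% FBS, 37 degrees C).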
# IL-1B inflam inh – inflammasome signaling inhibition, IL-1 beta readout; THP-1 LPS/ATP IL-1B secretion, AlphaLISA, 16 h; stronger effect = lower value; hit rate 4.7% among 360,000; activity change, % at 57.5 µM; AID 743279; in the data active means activity change below about -50%; inconclusive means mostly about -30% to -49%; further: on the % scale 0 is the no-effect control and ±100 the full control effect
#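 Secreted IL-1B measured by AlphaLISA bead assay after 16 h compound exposure of THP-1 cells; compounds (final up to 57.5 uM) added 1 h before LPS (250 ng/mL) and ATP (1.25 mM) stimulation; lower signal means less secretion.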
# S2 tox – reduces viability in counter-screen for ATXN expression inhibitors. S2 cells (HEK-293 line with an ATXN2-luciferase reporter) viability, CellTiter-Fluor protease fluorescence, 24 h. Potency, µM (series often up to 56.7 µM), usual class: cytotoxic. hit rate 0.49% among 400,000; further: potency means the concentration at half of the fitted maximal effect; nearly all actives have a fitted effect of over 40% in size
# MCF10A rereplic – induces DNA re-replication in MCF 10a normal breast cells | hit rate 2.9% among 350,000 | Potency, µM (highest dose often 46.1 µM), without a hit: at the highest dose activity, positive = re-replication, usual class: activators | MCF 10A DNA re-replication, Hoechst nuclear intensity, 48 h | AID 624296; further: potency means the concentration at half of the fitted maximal effect; % of control where 0% means no effect; nearly all actives have a fitted effect of over 50% in size
# HT1080 IDH1KD tx – HT-1080 IDH1 knockdown cell toxicity (counter line); HT-1080 IDH1 knockdown viability, ATP luminescence, 48 h; Potency, µM (highest dose often 46.1 µM), for inactives: top-dose activity, negative = toxicity, hits mostly cytotoxic; hit rate 2% among 360,000; AID 686971;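 further: potency means the concentration at half of the fitted maximal effect; 0% = DMSO wells and -100% = cell-free medium wells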
#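 Knockdown cells (IDH1KD HT-1080) received compounds 2 h after plating at 750 cells/well and were kept 48 h at 37 °C in 5% FBS RPMI. A CellTiter-Glo luminescence read gave % activity for curve fitting.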
# KB-3-1 tox – kills parental KB-3-1 adenocarcinoma cells. KB-3-1 viability, CellTiter-Glo ATP luminescence, 72 h. AID 1347075. Potency, µM (doses to about 46.1 µM), for inactives: at the top dose activity change, negative = cytotoxic, usual class: cytotoxic. hit rate 1.4% among 400,000; further: potency means the concentration at half of the fitted maximal effect; on the % scale 0 is the no-effect control and ±100 the full control effect; nearly all actives have a fitted effect of over 60% in size
#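 KB-3-1 cells, DMEM (no phenol red) + 10% FBS; compound by pin transfer, 72 h, 37 °C. Readout: CellTiter-Glo luminescence after 10 min. Data normalized, curve-fitted.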
# SW480 rereplic – DNA re-replication induction in SW480 cells; SW480 DNA re-replication, Hoechst DNA content imaging, 48 h; Potency, µM (top dose mostly 46.1 µM), for the others: at the highest dose re-replication activation, hits mostly activators; hit rate 1.8% among 340,000; further: potency means the concentration at half of the fitted maximal effect; % of control where 0% means no effect; nearly all actives have a fitted effect of over 55% in size
#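 Image-based read-out: total Hoechst fluorescence of nuclei (405 nm excitation, 500-530 nm emission), with hits raising the fraction of high-intensity nuclei. SW480 colon cells incubated 48 hr with compounds at 37 C.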
# KB-V1 cytotox – KB-V1 MDR subline cytotoxicity; AID 1347076; KB-V1 MDR cells viability, CellTiter-Glo, 72 h; hit rate 3.4% among 400,000; Potency, µM (highest dose often 46.1 µM), for the others: at the highest dose activity change, negative = cytotoxicity, most hits filed as cytotoxic; further: potency means the concentration at half of the fitted maximal effect; on the % scale 0 is the no-effect control and ±100 the full control effect; nearly all actives have a fitted effect of over 60% in size
#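 KB-V1 cells (P-gp-expressing MDR subline of KB-3-1) in phenol-red-free DMEM with 10% FBS were exposed to library compounds over a concentration series for 72 h at 37 degrees C. Viability read by CellTiter-Glo luminescence; concentration-effect curves fitted after normalization.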
# ATXN2 expr inh – reduces ATXN2 reporter expression in HEK-293 cells; AID 1745845; HEK-293 ATXN2-luciferase reporter, luminescence, 24 h; Potency, µM (doses to about 57 µM), without a hit: at the highest dose activity change, negative = inhibition, actives largely listed as inhibitors; hit rate 0.72% among 360,000; further: potency means the concentration at half of the fitted maximal effect; on the % scale 0 is the no-effect control and ±100 the full control effect; nearly all actives have a fitted effect of over 55% in size
#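 ATXN2-luciferase reporter cells (luciferase flanked by upstream and downstream ATXN2 gene portions) were treated 24 h at 37 °C with compounds at up to 57 uM. SteadyGlo luminescence gave expression; GF-AFC fluorescence gave viability.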
# Active calls of the source: *; i = inactive; ? = inconclusive; . = no result given; [ ] = another dose, or the depositor's remark. Unless noted, the call rests on the fitted dose curve; in most records, active means well fitted curve in the direction sought with a large enough effect; inconclusive means small, poorly fitted or top-dose-only effect, or another doubt; inactive means no such curve, though single readings can be large; an effect the other way counts as inactive or inconclusive.
entry	SMILES	IL-1B inflam inh	KB-3-1 tox	KB-V1 cytotox	SW480 rereplic	MCF10A rereplic	HT1080 IDH1KD tx	HT1080-NT tox	ATXN2 expr inh	S2 tox
1	CN1CCN(/N=C/c2ccc(C#N)cc2)CC1	-14	5%	-1%	-2%	21%	4%	13%	4%	i
2	CCCCNC(=O)CNC(=S)N(Cc1ccccc1)Cc1cccnc1	7	16%	-12%	-4%	3%	13%	11%	-18%	i
3	O=C(NCCCc1ccc(F)cc1)C1CCC(=O)N(CC2CCCCC2)C1 (centres undefined)	-2	.	.	2%	?	-9%	-3%	-12%	i
4	Cc1cccc(OCCCN2CCCCCC2)c1	9	-6%	5%	3%	-4%	9%[9.24 µM]	2%	-16%	i
5	O=C(CN(Cc1ccco1)C(=O)c1nsc(Cl)c1Cl)NC1CCCCC1	-12	-5%	-14%	-11%	0%	1%	26%	-14%[11.3 µM]	?
6	Cc1cc2oc(C(=O)Nc3sc4c(c3C(=O)NCc3ccccc3)CCCC4)cc(=O)c2cc1C	.	0%	30%	.	.	.	.	5%	i
7	COc1cccc(-c2ccc(=O)n(CC(=O)Nc3ccc(C(=O)N4CCCC4)cc3)n2)c1	-22	1%	-16%	-10%	-2%	1%	1%	14%	i
8	COc1ccc([C@@H]2C[C@H](c3ccccc3)Oc3cc(C)cc(C)c32)cc1	32	-5%	5%	-7%	?	17%	13%	-5%	i
9	CC1CCCC(C)N1C(=O)Cn1c(=O)sc2ccccc21 (centres undefined)	30	-11%	-22%	-3%	5%	-6%	-19%	7%	i
10	CC(=O)Oc1c(Sc2ccccc2[N+](=O)[O-])c(C)nn1C(C)(C)C	-10	-10%	1%	-3%	16%	-10%	-4%	-32%	i
11	O=C(NCc1cccnc1)c1ccc(CN2CCc3ccccc3C2)cc1	36	0%	-29%	4%	-2%	-13%	-13%	-13%	?
12	NS(=O)(=O)c1ccc(CCNC(=O)CSc2nc3ccccc3c(=O)n2CCN2CCOCC2)cc1	0	5%	12%	-2%	4%	24%	17%	-3%	i
13	COC(=O)C1C(=O)C2=C(CC1C)NC(C)=C(C(=O)OCCOc1ccccc1)C2c1ccc(C)o1 (centres undefined)	0	-7%	-24%	10%	-3%	-2%	2%	-3%	i
14	COC(=O)c1ccc2nc(-c3ccc(F)cc3)c(Cc3ccccc3OC)n2c1	24	-5%	-17%	.	.	9%	13%	-12%	?
15	CN(C(=O)CSc1cn(CC(=O)N2CCOCC2)c2ccccc12)c1ccccc1	-5	?	4%	2%	-1%	2%	0%	0%	i
16	CCOC(=O)N1CCN(C(=O)CNC(=O)c2ccc(Cl)cc2)CC1	i	1%	-19%	-14%	-8%	1%	4%	3%	i
17	COCCNC(=O)C(=O)N/N=C/c1ccc(C(=O)OC)cc1	-2	?	0%	4%	-3%	12%	15%	.	i
18	Cc1oc2ccc(O)cc2c1C(=O)c1ccc([N+](=O)[O-])cc1	?	-10%	?	-6%	10%	2%	5%	-1%	i
19	COCCn1c(-c2ccc(OC)cc2)cnc1SCC(=O)Nc1cccc2ccccc12	-8	-1%	7.3µM*	4%	0%	?	-17%	2%	i
20	CC(O)(Cc1ccccn1)Cc1ccccn1	10	-1%	?	-4%	-24%	11%	4%	-4%	i
21	O=C1C(Cc2ccc3[nH]ccc3c2)NC(=S)N1c1ccccc1 (centres undefined)	.	18%	-7%	-7%	1%	13%	4%	4%	i
22	CCCCN1C[C@H](c2ccccc2)[C@@H](CC(=O)NC)C1=O	42	-2%	-3%	.	.	1%	0%	8%	i
23	CCOC(=O)c1c(NC(=O)COC(=O)c2ccc(Cl)nc2)sc(C)c1C	19	3%	-8%	.	.	-1%	0%	.	i
24	O=C(O)c1cc(N/N=C/C(Cl)=C/c2ccccc2)ccc1Cl	-2	1%	0%	-2%	?	7%	-2%	?	i
25	O=C(Nc1ccc(OC(F)(F)F)cc1)C(NS(=O)(=O)c1cccc2nsnc12)c1ccccc1 (centres undefined)	.	-4%	?	.	.	.	.	-19%	?
26	CC(Oc1ccc(-c2ccccc2)c(F)c1)c1ccn(S(=O)(=O)c2ccc(Cl)cc2)n1 (centres undefined)	-1	?	0%	4%	3%	-4%	-9%	-2%	i
27	Cc1cc(=O)n(C)c2ccccc12	-1	-2%	-9%	-6%	-2%	7%	-7%	-18%[11.3 µM]	i
28	COc1ccc(NC(=O)/C(C#N)=C/c2ccc(-c3ccccc3C(=O)O)o2)cc1	-2	-4%	7%	0%	-13%	5%	1%	14%	?
29	CN(C)S(=O)(=O)c1ccc(NC(=O)CSc2nnc(-c3ccco3)o2)cc1	11	-14%	1%	-4%	0%	7%	8%	5%	i
30	CC1CCN(S(=O)(=O)c2ccc3c(ccc(=O)n3CC(=O)NCc3ccccc3Cl)c2)CC1	.	-1%	-6%	.	.	.	.	14%	i
31	CCc1ccc(NC(=O)CCc2ccc(CC)o2)cc1	3	3%	-3%	7%	12%	0%	8%	19%	i
32	O=C(NCCCO)c1cc2c([nH]c3ccccc32)c(-c2ccccc2)n1	-88*	?	?	-9%	11%	-24%	-10%	-35%	?
33	CC(=O)Oc1ccc([N+](=O)[O-])cc1N1C(=O)c2ccccc2C1=O	-3	15%	2%	-2%	-4%	0%	-1%	4%	?
34	CCOc1cc(CNCc2cccs2)cc(Br)c1OC	0	-12%	-5%	-9%	3%	-12%	-23%	-13%	i
35	COc1ccc(OCCOC(=O)Nc2ccccc2)cc1	33	-4%	1%	-15%	2%	-6%	-1%	7%	i
36	CCN(CC)S(=O)(=O)c1ccc(/C=C/C(=O)OCC(=O)Nc2cccnc2Cl)cc1	-11	2%	?	-34%[inhibitor]	-6%	2%	1%	7%	i
37	COCCCNC(=S)N1CCC(C(=O)c2ccc(Cl)cc2)CC1	-12	-20%	0%	?	?	-25%	-23%	-50%	i
38	CCN1CCN(c2ccc(NC(=O)c3ccc(F)cc3)cc2Cl)CC1	0	?	-3%	18%	?	8%	17%	.	i
39	COc1cc(-c2nc3cnccc3n2C)cc(OC)c1OC	-3	16%	5%	-1%	-6%	5%	1%	7%	i
40	C=CCn1c(-c2cnn(-c3ccccc3)c2N)n[nH]c1=S	.	1%	-4%	30%	-1%	-1%	9%	31%	i
41	O=C(O)CC(c1ccc(OC2CCCC2)cc1)N1C(=O)c2ccccc2C1=O (centres undefined)	19	-1%	?	-1%	8%	0%	7%	-20%	i
42	COc1ccc(OC)c(C(=O)NC(CC(N)=O)c2ccc(NCC3CC3)c([N+](=O)[O-])c2)c1 (centres undefined)	2	21%	6%	-8%	-2%	4%	9%	11%	i
43	O=C(O)CC1S/C(=N/N=C/c2ccc(-c3ccc(Cl)cc3[N+](=O)[O-])o2)NC1=O (centres undefined)	18	1%	5%	-12%	-3%	-9%	0%	-9%	i
44	Cn1c(=O)c2c(nc(CN3CCOCC3)n2Cc2ccccc2)n(C)c1=O	4	6%	-14%	2%	-2%	13%	5%	-20%	i
45	c1ccc(Cn2nnc3c(NCC4CCCO4)ncnc32)cc1 (centres undefined)	0	6%	6%	-7%	0%	4%	8%	3%	i
46	CCCc1cc(N2CCCC(C(=O)Nc3cc(Cl)ccc3OC)C2)n2ncnc2n1 (centres undefined)	18	-10%	13µM*	-10%	17%	-2%	14%	-12%	i
47	O=C(Cn1cc2c(n1)CCCC2)NCCc1ccccc1	10	1%	34%	-8%	11%	6%	5%	8%	i
48	Nc1nnc(SCCCOc2ccc(F)cc2)s1	13	?	0%	-3%	3%	-1%	14%	13%	i
49	O=C(CCN1C(=O)/C(=C\c2cccc(Br)c2)SC1=S)NCCCN1CCOCC1	-20	-9%	5%	1%	4%	-16%	-12%	33%[activator]	?
50	CC1=C(C(=O)Nc2cccnc2)C(c2cccc(O)c2)n2nc(SCc3ccccc3)nc2N1 (centres undefined)	.	-7%	?	.	.	.	.	-8%	i
51	CS(=O)(=O)N1CCc2cc(C(=O)Nc3ccc(S(N)(=O)=O)cc3)ccc21	.	7%	1%	.	.	.	.	12%	i
52	COc1ccccc1CN1C[C@@H]2C[C@@H](c3cccc(O)c3)N3CCC[C@@]23C1=O	8	5%	?	0%	-6%	-3%	-13%	-2%	i
53	CCn1c(Cc2ccccc2)nnc1SCC(=O)NC(C)(C)C	-3	2%	0%	-2%	-5%	-7%	6%	14%	i
54	COC(=O)C(CC(C)C)NC(=O)CSc1nc(-c2ccccc2)c(C#N)c(=O)[nH]1 (centres undefined)	7	?	25%	-3%	5%	-1%	0%	-5%	i
55	O=C(CCS(=O)(=O)c1ccccc1)N1CCN(c2cccc(C(F)(F)F)c2)CC1	-8	-6%	-26%	-2%	-21%	?	-25%	-14%	i
56	Cc1cc(C)c(S(=O)(=O)N2CCN(CCO)CC2)c(C)c1	-10	-10%	-21%	-1%	1%	-5%	-10%	7%	i
57	Cc1nn(-c2ccccc2)c(Cl)c1/C=N/Nc1nc2ccccc2[nH]1	-5	?	?	?	7.3µM*	?	?	12%	i
58	O=c1[nH]c2ccccc2nc1/C=C(\O)C(F)F	4	8%	-15%	2%	62%	14%	8%	9%	i
59	Nc1nc(SCc2ccccc2)[nH]c(=O)c1-c1ccccc1	?	3%	5%	-3%	0%	0%	0%	33%[activator]	i

# An excerpt of these results, with values under each structure:
# Results follow in this order: IL-1B inflam inh, KB-3-1 tox, KB-V1 cytotox, SW480 rereplic, MCF10A rereplic, HT1080 IDH1KD tx, HT1080-NT tox, ATXN2 expr inh, S2 tox
(45) c1ccc(Cn2nnc3c(NCC4CCCO4)ncnc32)cc1 (centres undefined)
 : 0, 6%, 6%, -7%, 0%, 4%, 8%, 3%, i
(6) Cc1cc2oc(C(=O)Nc3sc4c(c3C(=O)NCc3ccccc3)CCCC4)cc(=O)c2cc1C
 : ., 0%, 30%, ., ., ., ., 5%, i
